p53ts 39C tox = p53ts cell cytotoxicity, nonpermissive temperature. H1299-p53A138V viability at 39C, ATP luminescence, 24 h. Potency, µM (titrated, usually from 46.1 µM), for the others: top-dose activity change, negative = cell killing, most hits filed as cytotoxic. 130,000 tested, 1.5% active. AID 902; further: nearly all actives have a fitted effect of over 55% in size
p53ts 32C tox = p53ts cell cytotoxicity, permissive temperature; H1299-p53A138V at 32C, ATP luminescence viability, 24 h; Potency, µM (doses to about 46.1 µM), for inactives: at the top dose activity change, negative = cytotoxicity, hits mostly cytotoxic; 130,000 tested, 0.93% active;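 further: 0% = DMSO and -100% = full killing by reference compound; nearly all actives have a fitted effect of over 55% in size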
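ATP-content luminescence (ATPlite) read-out after 24 h compound exposure at 32C in H1299-p53A138V cells (600/well). Tested up to 46 uM. Normalized to DMSO (0%) and 100 uM tamoxifen (100% killing); Hill-fit AC50.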
IkB sig inh = inhibitors of IkB signaling in ABC-DLBCL cells; ABC-DLBCL IkBa-CBG/CBR dual luciferase ratio, 4 h; response scale: scaled: untreated 0%, proteasome inhibitor 100%; Potency, µM (doses to about 57.1 µM), inactives show top-dose IkBa stabilization activation; 110,000 tested, 0.04% active; AID 445; active means well fitted curve in the direction sought with a large enough effect in the signal ratio, not every such curve was filed as active; inconclusive means small, poorly fitted or top-dose-only effect, or a change in a side signal; the % refers to the signal ratio;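 further: the direction sought is a rising ratio; 0% = basal untreated cells and 100% = reference inhibitor full response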
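Luminescence ratio of IκBα-fused green versus native red beetle luciferase in OCI-Ly3 cells, 4 h post-doxycycline with compound; red signal alone, scaled from basal (0%) to zero light (-100%), flagged nonspecific or cytotoxic effects.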
Peg3 imprint = induces erasure of genomic imprints in mouse ES cells; mouse ES Peg3-LacZ reporter, beta-gal luminescence, 40 h; Potency, µM (doses to about 60.7 µM), inactives show at the top dose activity change, positive = activation, usual class: activators; 110,000 tested, 0.02% active;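 further: 0% = negative control wells on the plate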
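Readout: BetaGlo luminescence (5 min, room temp) for LacZ from the normally silent maternal Peg3 allele in female Peg3LacZ-Neo ES cells. Cells 300/well, 40 h, 37C, 5% CO2. Data normalized per plate to negative controls.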
Active calls of the source: *; ? = inconclusive; · = no result given; & = joins results of further samples; [ ] = dose if it differs, or a comment. Unless noted, the call rests on the fitted dose curve; in most records, active means well fitted curve in the direction sought with a large enough effect; inconclusive means small, poorly fitted or top-dose-only effect, or another doubt; inactive means no such curve, though single readings can be large; an effect the other way counts as inactive or inconclusive. Unless noted, on the % scale 0 is the no-effect control and ±100 the full control effect; potency means the concentration at half of the fitted maximal effect.

Every second line gives: p53ts 39C tox, p53ts 32C tox, IkB sig inh, Peg3 imprint
> COc1ccc(NCc2nnc(SCC#N)n2-c2ccccc2OC)cc1
  -1%, -7%, -0.9%, -13%
> Cc1ccc(CNC(=O)CCc2c(C)nn(-c3ccc(N4CCCC4)nn3)c2C)cc1
  -5%, -2%, 1.4%, -10%[10.9 µM]
> CC(=O)c1cccc(-n2nnnc2SCC(=O)Nc2cccc(NC(=O)c3ccco3)c2)c1
  -6%, 17%, ?, -18%
> O=C1[C@H]2[C@H]3[C@H](O)[C@H](O)C/C(=N/OC[C@@H](O)COCc4ccco4)[C@H]3CC[C@@H]2C(=O)N1c1cccc(Oc2ccccc2)c1
  11%[9.22 µM], 11%[9.22 µM], ·, ·
> O=C(Nc1ccc2c(c1)OCO2)C(c1ccccc1)N1CCN(C(=O)c2ccco2)CC1 (stereo not drawn)
  1%, 3%, -0.6%, -9%
> O=C(Nc1ccccc1C(F)(F)F)c1cc(S(=O)(=O)N2CCC3(CC2)OCCO3)ccc1F
  8%, -5%, 1.3%, -11%
> O=C(c1ccc(COc2ccccc2Cl)o1)N1CCN(Cc2ccc3c(c2)OCO3)CC1
  46%[activator], 23%, ?, -27%
> CCC(C)NC(=O)c1cnn(-c2ccc(Cl)cc2)c1C1CCN(C(=O)OC(C)(C)C)CC1 (stereo not drawn)
  7%, 5%, ?, 8%[10.9 µM]
> COC(=O)c1ccc(CSc2nc3c(c(=O)n2-c2ccccc2)SCC3)o1
  13%, 9%, 2.0%, -7%
> Cc1cc(C)c(NS(=O)(=O)c2cc(-c3cnc(C4CC4)o3)ccc2C)c(C)c1
  -22%, -7%, 0.7%, -10%[10.9 µM]
> COc1ccc(NC(=O)CN2C(=O)C(c3ccccc3)=NC23CCCCCC3)cc1
  -11%, -1%, ·, ·
> COc1ccc(Br)cc1CNC(=O)c1cc(=O)[nH]c2ccc(S(=O)(=O)N3CCCC3)cc12
  -16%, 0%, -0.5%, 6%[10.9 µM]
> COC(=O)c1ccc(OCCn2cnc3ccccc3c2=O)cc1
  -1%, -4%, -5.3%, -22%
> CCc1cccc(NC(=O)Nc2ccc3c(c2)N(C)C(=O)c2ccccc2S3)c1
  0%, 12%, 1.3%, -8%[10.9 µM]
> Cc1ccc(NC(=O)c2ccc(NC(=O)N3CCSc4ncccc43)cc2)cc1Cl
  ?, ?, ?, -2%[10.9 µM]
> Cc1ccc2oc(=O)c3cc(C(=O)Nc4ccccc4C(N)=O)sc3c2c1
  -11%, 7%, -1.3%, -5%[10.9 µM]
> CCOC(=O)N1CCN(S(=O)(=O)c2cccc3ccc(C)nc23)CC1
  4%, 8%, -2.3%, -13%
> COc1cccc(-c2cc(C(=O)Nc3cc(OC)c(OC)c(OC)c3)no2)c1
  -11%, -25%, ?, -17%
> Cc1cc(NC(=O)CCC(=O)N(CC(=O)NCC2CCCO2)c2ccc3c(c2)OCCO3)no1 (stereo not drawn)
  14%, 1%, ·, ·
> Cc1ccc(CNC(=O)CSc2c(C(C)C)cnc3c2c(=O)n(C)c(=O)n3C)cc1
  -5%, 11%, ?, 6%[10.9 µM]

Copied from the list:
Reading for COc1ccc(Br)cc1CNC(=O)c1cc(=O)[nH]c2ccc(S(=O)(=O)N3CCCC3)cc12 in p53ts 39C tox: -16%
Reading for CCOC(=O)N1CCN(S(=O)(=O)c2cccc3ccc(C)nc23)CC1 in Peg3 imprint: -13%

Continued:
Every second line gives: p53ts 39C tox, p53ts 32C tox, IkB sig inh, Peg3 imprint
> Cc1nn(-c2ccccc2)c2sc(-c3n[nH]c(=S)o3)cc12
  -15%, 4%, ?, 16%
> CCCn1c(C)nc2c(NCCN3CCCC3)nc(C)nc21
  11%, -7%, ·, -15%
> COc1ccc(C2N(c3ccc(OC)cc3)C(=O)C3CCCN32)cc1 (stereo not drawn)
  2%, -6%, 0.3%, -17%
> Cc1ccc(OCC(=O)N2CCCCC2)c(Br)c1
  9%, -4%, 1.1%, -28%
> CCN(CC)c1nc2n(c(=O)n1)CCO2
  11%, 10%, 0.2%, ?
> CCCCN(C)CCCNC(=O)CN1C(=O)COc2ccc(S(=O)(=O)N3CCC(C)CC3)cc21
  18%, -9%, -0.8%, -12%[10.9 µM]
> O=C(Cc1cccs1)OCC(=O)c1ccco1
  -5%, -4%, -1.5%, 5%
> CCc1ccc(NC(=O)C2CCCN(S(=O)(=O)c3cccc4cccnc34)C2)cc1 (stereo not drawn)
  -11%, 11%, ?, ?
> Cc1ccc([N+](=O)[O-])cc1N
  5%, 14%[1.84 µM], 0.0%, -3%
> CCOc1ccc(CNCCSc2nnnn2C)cc1
  16%, -5%, -0.9%, -17%[10.9 µM]
> COc1ccc(-c2ccc(=O)n(CC(=O)NCCc3ccccc3)n2)cc1
  11%, 9%, -1.4%, -15%[10.9 µM]
> O=C(c1ccc(Br)o1)N1CCN=C1SCc1cccnc1
  1%, 1%, -4.1%, -16%
> N/C(=N\OC(=O)Cc1ccc(-c2ccccc2)cc1)c1ccccn1
  9%, 2%, ·, ·
> Cn1c(=O)n(C)c2cc(S(=O)(=O)NCc3ccco3)ccc21
  -3%, 2%, 0.6%, -5%
> COC(=O)c1sc(N2C(=O)C(O)=C(C(=O)c3ccc(C)o3)C2c2ccc(F)cc2)nc1C (stereo not drawn)
  5%, -7%, 0.1%, -5%
> CCc1cc2c(nc1CC)CCN(CC/C(C)=N/OC[C@@H](O)COCc1ccco1)C2
  8%[9.22 µM], -4%[9.22 µM], ·, ·
> Cc1cc(C)c(NC(=O)C2CCCN(S(=O)(=O)c3c(C)noc3C)C2)c(C)c1 (stereo not drawn)
  -23%, 3%, -0.3%, 19%[10.9 µM]
> Cn1ccnc1SCC(=O)Nc1cc(Cl)ccc1Cl
  14%, -2%, -1.7%, 3%[10.9 µM]
> Cc1ccc(C)c(NC(=O)Cn2c(=O)n(Cc3ccc4c(c3)OCO4)c(=O)c3oc4ccccc4c32)c1
  -4%, -3%, -1.2%, -12%[10.9 µM]
> CCCCCOc1ccc(C2C(C(C)=O)=C(C)Nc3ncnn32)cc1OC (stereo not drawn)
  -21%, -8%, 2.6%, -12%
> COC(=O)[C@@H]1C[C@H]2CC[C@H](O)C[C@H]2N1Cc1ccc(C(F)(F)F)cc1
  -11%, 2%, ·, 2%
> O=C(Cc1ccccc1)Nc1ccc(-c2nnc(-c3ccco3)o2)cc1
  -7%, -1%, -5.6%, 12%
> CN(C)C(=O)Nc1cnc2ccccc2c1
  -11%, -13%, -1.4%, -14%
> Cc1ccc(C)c(N2CCN(C(=O)CN3C(=O)COc4ccc(S(=O)(=O)N5CCCC5)cc43)CC2)c1
  20%, -6%, ?, -9%[10.9 µM]
> Cc1ccc(-c2nn(C)c(=O)c3ccccc23)cc1S(=O)(=O)N1CCCC1
  7%, -14%, ?, -6%
> COc1ccc(-n2c(SCCC(C)C)nc3sc4c(c3c2=O)CC(C(C)C)OC4)cc1 (stereo not drawn)
  29%, -6%, 0.0%, -10%[10.9 µM]
> O=C(CCn1cnnn1)Nc1ccc(F)cc1
  16%, -10%, ?, 2%[10.9 µM]
> Cc1cc(C)n2c(SCCN3C(=O)c4ccccc4C3=O)nnc2n1
  12%, 8%, -3.2%, 1%
> Cc1sc(NC(=O)c2oc3ccccc3c2C)c(C#N)c1C
  12%, 3%, -1.5%, 8%
> Cc1ccc(Cl)c2c1NC(=O)C2(O)CC(=O)c1ccccc1O (stereo not drawn)
  -1%, 0%, 0.1%, -9%
> COc1ccccc1-c1coc2cc(O)cc(O)c2c1=O
  -10%, -14%, 1.1%, 26%
> CCOC(=O)c1ccc(NC(=O)CN2C(=O)COc3ccc(Cl)cc32)cc1
  28%, -6%, -3.0%, -10%[10.9 µM]
> COc1ccc(S(=O)(=O)NC(C)C(=O)Nc2ccccc2F)cc1 (stereo not drawn)
  10%, -2%, 5.6%, -6%
> Cc1ccc(S(=O)(=O)c2cccc(S(=O)(=O)N3CCCC3)c2)cc1S(=O)(=O)N1CCCC1
  -1%, -14%, 0.3%, -17%
> Cc1ccc(C(=O)c2cnc3cc4c(cc3c2S(=O)(=O)c2ccccc2)OCCO4)cc1
  ?, ?, ·, ·
> CCOCCn1c(SCC)nc2c1c(=O)[nH]c(=O)n2C
  -5%, 5%, -1.5%, -7%
> Cc1ccc(C)c(N2CCN(C(=O)c3cc4c(=O)n(Cc5cccs5)ccc4nc3C)CC2)c1
  -6%, 11%, ?, -19%[10.9 µM]
> CCC(C)(C)n1nnnc1C(c1cc2cc(OC)ccc2[nH]c1=O)N1CCc2ccccc21 (stereo not drawn)
  -7%, -15%, 1.9%, ·
> Cc1ccc2nc(-c3cccc(NC(=O)CSc4ccc(Cl)cc4)c3)oc2c1
  14%, 13µM*, 1.4%, -52%[inhibitor][10.9 µM]
> O=C(Nc1ccon1)c1cc(-c2ccccc2)nc2ccccc12
  -2%, -3%, ?, 3%

Part of the list above, in CSV form:
Molecule,p53ts 39C tox,p53ts 32C tox,IkB sig inh,Peg3 imprint
Cc1ccc(OCC(=O)N2CCCCC2)c(Br)c1,9%,-4%,1.1%,-28%
CCN(CC)c1nc2n(c(=O)n1)CCO2,11%,10%,0.2%,?
CCCCN(C)CCCNC(=O)CN1C(=O)COc2ccc(S(=O)(=O)N3CCC(C)CC3)cc21,18%,-9%,-0.8%,-12%[10.9 µM]

The listing continues:
Every second line gives: p53ts 39C tox, p53ts 32C tox, IkB sig inh, Peg3 imprint
> O=C1CN2C(=N1)N(Cc1ccccc1)c1ccccc12
  1%, 1%, -3.2%, -6%
> O=C(CCn1c(=S)[nH]c2ccccc2c1=O)N1CCOCC1
  13%, -7%, 0.7%, -3%
> Cc1c(C2Nc3ccccc3NC3=C2C(=O)CC(C)(C)C3)cnn1C (stereo not drawn)
  4%&9%, -23%&6%, 1.6%, -8%
> Cc1ccc2[nH]c3c(NCCCN4CCCC4=O)ncnc3c2c1
  11%, 2%, -3.4%, -5%
> C=CCN1CCN(C(c2cc(OC)ccc2OC)c2nnnn2CC2CCCO2)CC1 (stereo not drawn)
  11%, -6%, 0.0%, -7%
> Cc1cc(NC(=O)CSc2nc(-c3ccco3)cc(C(F)(F)F)n2)n(-c2ccccc2)n1
  3%, 1%, -1.7%, -14%
> CCOC(=O)/C=C1\Nc2ccccc2SC1=O
  0%, 7%, -1.6%, -13%
> Cc1ccc(NC(=O)Cn2c(=O)ccc3cc(S(=O)(=O)N4CCC(C)CC4)ccc32)c(C)c1
  -20%, -1%, -0.2%, 9%[10.9 µM]
> CC1(C)OC(=O)C(=CNc2ncccn2)C(=O)O1
  -8%, -7%, -0.4%, -8%
> CCOc1cc(C2NC(=O)NC(C)=C2C(=O)OC(C)CC)cc(Br)c1O (stereo not drawn)
  3%, 28%, -0.7%, -7%
> COc1ccc(Cl)cc1NC(=O)c1cn(C2CCCCC2)c(=O)c2c1c1ccccc1n2C
  -16%, 15%, 0.5%, -4%[10.9 µM]
> CC(=O)N1CCc2cc(C(=O)CN3CCN(c4ccccc4F)CC3)ccc21
  0%, -9%, 3.3%, -30%
> Cc1cccn2c(=O)cc(COc3ccc(NC(=O)c4cccc(F)c4)cc3)nc12
  1%, -3%, 1.2%, 8%[10.9 µM]

Whole records as entered above. Screens in order: p53ts 39C tox, p53ts 32C tox, IkB sig inh, Peg3 imprint
CCOc1cc(C2NC(=O)NC(C)=C2C(=O)OC(C)CC)cc(Br)c1O (stereo not drawn) is listed with 3%, 28%, -0.7%, -7%
C=CCN1CCN(C(c2cc(OC)ccc2OC)c2nnnn2CC2CCCO2)CC1 (stereo not drawn) is listed with 11%, -6%, 0.0%, -7%
Cc1ccc2[nH]c3c(NCCCN4CCCC4=O)ncnc3c2c1 is listed with 11%, 2%, -3.4%, -5%
CC(=O)N1CCc2cc(C(=O)CN3CCN(c4ccccc4F)CC3)ccc21 is listed with 0%, -9%, 3.3%, -30%
Cc1cccn2c(=O)cc(COc3ccc(NC(=O)c4cccc(F)c4)cc3)nc12 is listed with 1%, -3%, 1.2%, 8%[10.9 µM]
